# Efa HMGR inh: blocks class II HMG-CoA reductase of Enterococcus faecalis; purified E. faecalis HMGR, NADPH absorbance 340 nm kinetic; inhibition, % at 10 µM; 190,000 tested, 0.41% active; AID 1066;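 active means inhibition above a set limit, the median over all tested compounds plus 3 SD, cut at about 9.5% in these data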;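 further: enzyme runs in reverse so mevalonate oxidation gives rising NADPH absorbance; 0% = complete reaction with DMSO and 100% = background rate lacking mevalonate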
# PPARg SRC-3 ag: promotes SRC-3 coactivator recruitment by human PPARgamma. P37231. biochemical PPARgamma/SRC-3 coactivator recruitment assay. activation, % at 8 µM. 200,000 tested, 0.26% active. AID 731; in the data active means activation above about 23%;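 further: 0% = DMSO and 100% = reference agonist; some compounds past the cut are filed as inactive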
# SRC2 TRFRET art: counter-screen for PPARgamma SRC-2 recruitment agonists: TR-FRET artefact; 200,000 tested, 0.4% active; hits give high values; AID 1049; TR-FRET ratio at 8 µM; in the data active means TR-FRET ratio above about 2000; further: inactives centre near 1500; reference of the scale not given here
# ROMK mod: modulators of human ROMK potassium channel | 130,000 tested, 2% active | B-score at 10 µM | AID 1918 | P48048 | Tet-inducible ROMK, thallium flux fluorescence; actives lie on both sides;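 active means signal ratio slope over the read window, or its plate-corrected B-score, at least 3 SD from the plate mean, either direction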;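 further: B-score of the F/F0 ratio slope over 7 to 12 s after thallium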
# Target sequence (P48048 whole entry, looked up): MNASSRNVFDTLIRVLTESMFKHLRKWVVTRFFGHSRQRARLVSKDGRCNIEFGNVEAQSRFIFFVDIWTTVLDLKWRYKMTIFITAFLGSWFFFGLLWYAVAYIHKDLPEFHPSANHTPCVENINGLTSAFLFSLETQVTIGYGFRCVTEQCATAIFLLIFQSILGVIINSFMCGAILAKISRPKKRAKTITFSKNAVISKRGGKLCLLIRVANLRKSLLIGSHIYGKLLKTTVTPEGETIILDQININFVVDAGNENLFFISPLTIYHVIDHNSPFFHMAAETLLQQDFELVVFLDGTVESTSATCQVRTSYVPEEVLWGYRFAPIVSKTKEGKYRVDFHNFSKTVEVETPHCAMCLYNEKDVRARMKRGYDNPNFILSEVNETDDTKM
# L major viab: inhibitors of Leishmania major promastigote growth. 200,000 tested, 9% active. inhibition, % at 10 µM. Leishmania major promastigotes, resazurin fluorescence viability; in the data active means inhibition above about 50%;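 further: promastigotes grown with compound for 44 hours at 28 °C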
# Redox H2O2 prof: compounds producing H2O2 with reducing agent – biochemical, NIH compound library profiling, artefact control for MLSCN library redox annotation, primary screen; DTT-dependent redox cycling H2O2, phenol red/HRP absorbance; 100% = 100 µM peroxide control, 0% = buffer; activation, % at 10 µM; 200,000 tested, 0.03% active;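 active means activation of at least 50% relative to the plate's high and low controls in the primary single-dose screen; inactive means activation below 50%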;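 further: compound incubated with DTT at 0.8 mM final as the reducing agent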
# PPARg SRC2 recr: agonists of SRC-2 recruitment by human PPARgamma. P37231. PPARgamma LBD-SRC-2 recruitment, biochemical. activation, % at 8 µM. 200,000 tested, 0.34% active. AID 1032; in the data active means activation above about 22%;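 further: 0% = vehicle and 100% = reference agonist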
# PPARg SRC-1 ag: PPARgamma-driven SRC-1 recruitment agonism; P37231; PPARgamma-SRC-1 coactivator recruitment biochemical assay; activation, % at 8 µM; 200,000 tested, 0.41% active; AID 631; in the data active means activation above about 19%;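 further: 0% = DMSO and 100% = reference agonist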
# S1P3 antagonist: S1P3 (human) receptor antagonism | CHO S1P3 NFAT-BLA reporter, FRET fluorescence, antagonist mode | inhibition, % at 4.98 µM | 170,000 tested, 0.27% active | AID 485;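 active means inhibition above the plate cutoff, the mean inhibition of test wells on that plate plus 3 SD, cut at about 28% in these data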;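 further: cells challenged with S1P at its EC80 of 0.8 µM; blue over green emission ratio from cleaved BLA substrate after 4 h stimulation; 0% = S1P-stimulated wells and 100% = unstimulated DMSO-only wells; some compounds past the cut are filed as inactive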
# Target sequence (Q99500 whole entry, looked up): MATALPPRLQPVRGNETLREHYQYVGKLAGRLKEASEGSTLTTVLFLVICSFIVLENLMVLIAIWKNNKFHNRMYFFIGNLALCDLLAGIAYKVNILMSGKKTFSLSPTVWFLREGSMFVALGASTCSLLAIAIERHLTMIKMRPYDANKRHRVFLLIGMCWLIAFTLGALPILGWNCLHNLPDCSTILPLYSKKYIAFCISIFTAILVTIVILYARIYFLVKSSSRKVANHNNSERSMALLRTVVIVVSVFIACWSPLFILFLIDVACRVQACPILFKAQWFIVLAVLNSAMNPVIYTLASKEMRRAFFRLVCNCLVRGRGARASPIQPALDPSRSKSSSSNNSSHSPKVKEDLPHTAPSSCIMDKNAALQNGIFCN
# RAM inhibit: inhibitors of the yeast RAM network; inhibition, % at 50 µM; S. cerevisiae dse1pr::URA3 reporter, 5-FOA growth OD615, 2 d; analog-sensitive cbk1-as2 kinase mutant strain; 190,000 tested, 1.8% active;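 active means inhibition above a set limit, 3 SD over mean compound inhibition, cut at about 8.4% in these data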;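 further: 0% = DMSO-only wells with no growth and 100% = 10 µM 1-NA-PP1 full growth; inhibition rescues growth on 5-FOA so higher OD means more RAM inhibition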
# bIAP inhibitor: intestinal alkaline phosphatase (bovine) inhibition. 190,000 tested, under 10 active. purified bovine IAP, CDP-star luminescence, 30 min. inhibition, % at 20 µM;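 active means over 50% inhibition of intestinal alkaline phosphatase at 20 µM in the single-dose screen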
#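 System: purified bovine intestinal alkaline phosphatase (IAP) enzyme; Input: IAP diluted 1/65,000,000 in the well; Measured by: CDP-star luminescence signal; Compound dosing: 20 µM single dose; Incubation: 30 min reaction at room temperature.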
# * hit, by the source's call; · = no result given; & = joins results of further samples.
SMILES,Efa HMGR inh,PPARg SRC-3 ag,SRC2 TRFRET art,ROMK mod,L major viab,Redox H2O2 prof,PPARg SRC2 recr,PPARg SRC-1 ag,S1P3 antagonist,RAM inhibit,bIAP inhibitor
CC(C)CN(CC(C)C)CC(O)COc1ccc([N+](=O)[O-])cc1 (stereo not drawn),-5,-2,1511,·,6,0.2,-8,-6,5,1.7,-16
Cc1nnc2c3ccccc3c(-c3cccs3)nn12,2,0,1593,0.96,-2,-1.6,1,2,-4,2.1,11
COc1ccccc1/C=C/C(=O)NCc1cccnc1,2,1,1729,·,16,-1.2,4,2,-19,-0.1,-6
COc1ccc(OC)c(NC(=O)c2ccc(-c3cccs3)cc2)c1,-3,3,1705,0.34,0,-1.4,5,14,2,8.0,27
N#C/C(=C\c1ccncc1)c1nc2c(s1)CCCC2,-6,5,1625,-2*,58*,0.2,0,-1,0,0.9,-19
CCOC(=O)c1cnc2ccc(C(=O)OC)cc2c1NCc1ccco1,0,6,1586,0.25,4,-0.1,11,5,2,0.3,2
COc1cc(/C=N/NC(=O)c2ccc(-c3ccccc3)cc2)cc(OC)c1OC,13*,2,1470,0.76,-7,-0.4,6,1,-12,5.3,29
O=[N+]([O-])c1cc(S(=O)(=O)NC2=NCCCCC2)ccc1NCC1CCCCC1,5,-3,1573,-7.6*,4,-0.3,3,3,-2,4.1,8
COc1cc(C=O)ccc1OCc1c(C)noc1C,0,-2,1457,2.1,-8,0.1,-10,3,·,0.2,16
O=C(C[n+]1ccc(-c2nnc3n2CCC3)cc1)c1ccc(Cl)c(Cl)c1,-1,7,1631,0.66,-5,0.0,13,3,-8,0.5,23
NC(=O)COC(=O)/C=C/c1ccc2ccccc2n1,-1,-2,1413,-0.38,9,-1.7,-2,-6,-7,0.4,-2
CC(=O)c1c(NC(=O)c2ccccc2)[nH]c(-c2ccccc2)nc1=S,-3,4,1464,1.1,-6,-0.1,-7,-1,-5,2.3,16
CSc1cccc(NC(=O)CSc2ccccc2)c1,-2,0,1855,0.00029,4,0.7,13,1,-3,0.4,27
COCCNC(=O)Cn1c(=O)n(CCCCCC(=O)NCc2ccc3c(c2)OCO3)c(=O)c2sccc21,-7,0,1639,-0.28,8,-0.5,-4,-5,-13,0.4,-12
S=C(NC1CC2CCC1C2)N1CCN(c2cccc(Cl)c2)CC1 (stereo not drawn),1,-1,1342,0.58,3,0.4,3,12,-3,4.4,-5
CCN1CCN(CCC(=O)Nc2cccc(OC)c2)CC1,2,-10,1518,·,-2,2.3,-1,-3,·,0.3,0
Cc1noc(C)c1C(=O)NC(C)c1ccc2c(c1)OCO2 (stereo not drawn),-4,-12,1442,·,-3,0.8,1,-3,-17,-0.3,7
Cc1[nH]c2ccccc2c1/C=C(/C#N)C(=O)NC(C)C,-1,1,1611,0.27,16,-0.9,10,4,19,0.9,2
C=CCNC(=O)/C(=C\c1cccc([N+](=O)[O-])c1)NC(=O)c1ccccc1,-1,4,1562,0.93,-3,0.0,-6,-1,-9,-0.5,5
Cc1cc(C)cc(NC(=O)CSc2nnc(-c3ccccc3Br)o2)c1,-4,9,1404,0.67,18,-3.8,6,-3,-8,11*,5
COc1cccc(C(=O)NC2CCN(CC(=O)NCc3ccccc3OC)CC2)c1,1,3,1452,-0.76,-4,0.3,3,0,·,1.3,-16
CC(=O)c1c(C)[nH]c(C(=O)OCC(=O)N(C)C)c1C,0,-5,1348,·,-3,0.2,1,-5,·,-0.7,7
Cc1ccc2c(c1)C(=O)c1ccccc1CS2=O (stereo not drawn),1,3,1636,0.081,-6,-0.1,1,-1,0,1.9,-4
Cc1ccccc1CSc1nnc(-c2ccccn2)n1N,1,5,1675,-0.024,5,-0.2,-1,0,·,-1.4,9
CCOC(=O)C1CCCN(C2CC(=O)N(c3ccc(C(C)C)cc3)C2=O)C1 (stereo not drawn),-4,0,1581,0.043,-4,0.3,-3,2,-2,-1.1,-16

# With a hit mark in Efa HMGR inh, of those listed so far:
canonical_smiles	Efa HMGR inh	PPARg SRC-3 ag	ROMK mod	Redox H2O2 prof	PPARg SRC2 recr	PPARg SRC-1 ag	S1P3 antagonist	RAM inhibit	bIAP inhibitor
COc1cc(/C=N/NC(=O)c2ccc(-c3ccccc3)cc2)cc(OC)c1OC	13*	2	0.76	-0.4	6	1	-12	5.3	29

# An excerpt from above, limited to RAM inhibit and Redox H2O2 prof.
SMILES,RAM inhibit,Redox H2O2 prof
Cc1cc(C)cc(NC(=O)CSc2nnc(-c3ccccc3Br)o2)c1,11*,-3.8
COc1cccc(C(=O)NC2CCN(CC(=O)NCc3ccccc3OC)CC2)c1,1.3,0.3

# Carrying on:
SMILES,Efa HMGR inh,PPARg SRC-3 ag,SRC2 TRFRET art,ROMK mod,L major viab,Redox H2O2 prof,PPARg SRC2 recr,PPARg SRC-1 ag,S1P3 antagonist,RAM inhibit,bIAP inhibitor
Cc1ccc(S(=O)(=O)NC2=NCN(CCOC(=O)c3ccc([N+](=O)[O-])cc3)CN2)cc1,0,-1,1600,0.21,9,-0.2,1,-1,·,4.7,-1
O=C(Cc1cc(=O)[nH][nH]1)N/N=C/c1c(Cl)cccc1Cl,2&-1,3&0,1554&1737,0.32,-3&-6,0.1&-0.3,4&16,0&5,-4&-11,0.0&0.0,-10&46
Cc1ccc(OCC(=O)Nc2ccc(S(=O)(=O)Nc3ccccn3)cc2)cc1C,0,0,1692,0.064,-4,-0.7,7,5,0,5.5,-8
Fc1cccc(C2CCCCN2Cc2nc(C3CC3)no2)c1 (stereo not drawn),6,4,1507,-1.1,-4,1.3,-2,-2,-7,0.2,6
CCOC(=O)c1cnc(SCC(=O)Nc2nnc(CC)s2)nc1N,-6,-1,1535,·,-7,0.1,1,-8,9,1.6,0
C=C(C)COc1ccc(-c2n[nH]c(C)c2-c2ccccc2)c(O)c1,0,-8,1400,·,13,2.5,-8,-3,-42,8.2,-11
O=C(CN1C(=O)CSc2ccc(S(=O)(=O)N3CCCCC3)cc21)NCc1cccnc1,-7,-5,1644,-0.67,-8,0.1,-10,-2,-3,1.2,10
CCC(C)[C@H](NC(=O)NCc1cccc(OC)c1)C(=O)O (stereo partly drawn),-3,6,1555,0.27,-2,1.5,5,2,-10,-0.2,-7
COc1ccc(C2C(C(=O)N3CCCCC3)CC(=O)N2c2ccc(OC)cc2)cc1 (stereo not drawn),-3,-5,1589,·,-7,2.4,5,6,·,0.7,0
Cc1ccc(OCc2ccc(C(=O)Nc3nc4ccccc4n3Cc3ccccc3)o2)c([N+](=O)[O-])c1,-3,-1,1437,1.4,7,0.3,6,1,·,2.2,2
CC(C)(C)n1nnnc1CN1CCSCC1,0,3,1631,·,-5,3.1,6,0,·,0.0,6
CCSc1nnc(NC(=O)CSc2nnc(CNC(=O)c3ccc(OC)cc3)o2)s1,-3,1,1558,-0.7,46,0.0,3,-1,-7,4.7,8
C=CCSc1nnc2c(n1)OC=Nc1ccc(Br)cc1-2,-3,-1,1619,0.45,-10,-0.5,2,5,-32,1.7,2
Cc1nn(CC(=O)O)c(C)c1[N+](=O)[O-],1,1,1440,0.34,-8,-0.1,-2,-6,-12,2.5,5
CCOC(=O)c1cccc(NC(=O)CSc2nc3ccccc3c(=O)n2CCOC)c1,-5,2,1750,-0.29,6,-0.3,4,4,13,4.3,6
O=C(Nc1ccc(O)cc1)c1cc(S(=O)(=O)N2CCCC2)ccc1Cl,-2,-8,1493,·,33,0.8,-1,4,-39,1.1,6
COc1ccc(-n2cnnc2SCC(=O)NCc2cccs2)cc1,-2,-2,1518,0.57,-5,0.3,12,4,·,-0.1,6
Cc1ccc(S(=O)(=O)N2CCCC(NC(=O)N3CCN(c4ccccc4)CC3)C2)cc1 (stereo not drawn),-3,2,1517,1,13,-1.5,-1,11,-9,6.0,2
Cc1ccc(C(OC(=O)c2ccco2)C(=O)NCc2cccs2)cc1 (stereo not drawn),-8,7,1697,0.95,56*,-0.4,3,1,-18,1.4,18
CCCCC(C(=O)NC(=O)NCc1ccccc1)N1C(=O)c2ccccc2C1=O (stereo not drawn),-2,17,1494,0.13,-2,0.2,5,7,·,4.9,0
O=C(CC(c1ccc(F)cc1)c1ccco1)N1CCOCC1 (stereo not drawn),-1,-7,1521,·,-8,0.5,8,4,-8,1.2,-2
CCOC(=O)c1c(-c2ccc(OC)cc2)csc1NC(=O)CCN1CCOCC1,0,-3,1736,-0.095,84*,-0.5,2,0,17,1.4,-13
Cc1ccc(N=C2NC(=O)/C(=C/c3cccs3)S2)cc1C,0,-1,1470,·,4,0.4,3,10,2,6.5,8
CN(C(=O)CSc1nnc(Cc2ccccc2F)n1N)C1CCS(=O)(=O)C1 (stereo not drawn),-4,6,1454,0.58,2,0.6,4,-3,·,1.9,10
CS(=O)(=O)N(CC(=O)NCC1CCCO1)c1cc(Cl)ccc1Cl (stereo not drawn),-11,-1,1756,-1.4,-10,-1.0,4,-1,-59,0.5,7

# Some of the entries so far, as tab-separated lines.
structure	Efa HMGR inh	PPARg SRC-3 ag	SRC2 TRFRET art	ROMK mod	L major viab	Redox H2O2 prof	PPARg SRC2 recr	PPARg SRC-1 ag	S1P3 antagonist	RAM inhibit	bIAP inhibitor
Cc1ccc(C(OC(=O)c2ccco2)C(=O)NCc2cccs2)cc1 (stereo not drawn)	-8	7	1697	0.95	56*	-0.4	3	1	-18	1.4	18
COc1ccc(-n2cnnc2SCC(=O)NCc2cccs2)cc1	-2	-2	1518	0.57	-5	0.3	12	4	·	-0.1	6
Cc1ccc(OCc2ccc(C(=O)Nc3nc4ccccc4n3Cc3ccccc3)o2)c([N+](=O)[O-])c1	-3	-1	1437	1.4	7	0.3	6	1	·	2.2	2
O=C(CN1C(=O)CSc2ccc(S(=O)(=O)N3CCCCC3)cc21)NCc1cccnc1	-7	-5	1644	-0.67	-8	0.1	-10	-2	-3	1.2	10

# Next part.
SMILES,Efa HMGR inh,PPARg SRC-3 ag,SRC2 TRFRET art,ROMK mod,L major viab,Redox H2O2 prof,PPARg SRC2 recr,PPARg SRC-1 ag,S1P3 antagonist,RAM inhibit,bIAP inhibitor
CCOc1ccc(C2C=C(c3ccc(F)cc3)Nc3ncnn32)cc1 (stereo not drawn),-6,0,1544,-0.49,27,1.4,2,3,17,-0.6,-1
Cc1oc(-c2ccccc2F)nc1CN1CCC(C(=O)NC2CCCCCCC2)CC1,-7,5,1711,-4.6*,15,3.6,-1,9,-3,1.2,-62
O=C(COC(=O)c1cccnc1Cl)c1ccc(Cl)cc1Cl,-7,2,1674,·,-9,-3.7,13,2,·,2.5,9
CCO/C=C/C(=O)N(C)CCC#N,-2,-7,1561,·,-9,2.1,10,1,2,1.4,5
CCN(CC)c1ccc(CNc2nc3ccccc3n2CCN2CCCCC2)cc1,-4,0,1357,-1.3,100*,-0.5,-1,-4,-5,-0.6,14
N#Cc1nc(COc2cccc(Cl)c2)oc1NCc1ccco1,3,-7,1528,·,2,-3.4,-3,4,19,8.3,14

# Source: PubChem BioAssay (several laboratories)
